From PubChem
ARFGAP1 inhibitor = inhibits rat ARF GTPase activating protein 1 | Q62848 | Arfgap1-stimulated ARF1 GTP hydrolysis, GDP FP detection | inhibition, % at 16.5 µM | 360,000 tested, 0.26% active | AID 651572;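 active = inhibition above a per-plate limit, mean inhibition of low control wells plus 3 SD, cut at about 25% in these data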;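 also: 0% = DMSO wells with enzyme and 100% = wells lacking Arfgap1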
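Material: truncated rat Arfgap1 GAP domain; Incubation: compound-enzyme preincubation 20 min, reaction 120 min, detection 60 min, 25 °C; Read-out: percent inhibition of Arfgap1-stimulated GTP hydrolysis; Technique: FP, GDP Alexa 633 tracer displaced from anti-GDP antibody, 620/688 nm; Controls: No-Arfgap1 wells (100%) versus DMSO full-reaction wells (0%); Replication: single well per compound.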
GC-A act = GC-A (human) enzyme activation. P16066. HEK293 GC-A cells, cGMP TR-FRET, EC30 ANP; 0% at EC30 ANP, 100% saturating ANP. activation, % at 10 µM. 370,000 tested, 0.14% active. AID 1671463; in the data active = activation above about 40%
SMARCA2 activ = activators of SMARCA2 function | MG213 cells, MMTV-luciferase reporter, dexamethasone, overnight | activation, % at 9.1 µM | 370,000 tested, 1% active | AID 652017; in the data active = activation above about 7.8%;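 also: 0% = vehicle wells and 100% = reference activator wells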
rCAG binder = molecules binding r(CAG) RNA repeats. 370,000 tested, 1.3% active. inhibition, % at 3 µM. r(CAG) RNA repeat, TO-PRO-1 dye displacement fluorescence. AID 651821;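 active = inhibition above the plate cutoff, the mean of all test compounds on that plate plus 3 SD, cut at about 35% in these data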;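 also: 0% = DMSO alone and 100% = 100 µM mitoxantrone as full dye displacement; higher means more dye released from RNA so lower well fluorescence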
Rev-erbA mod = modulates human Rev-erb alpha binding to DNA. P20393. Rev-erbα–FITC-DNA binding, fluorescence polarization, 90 min. activity, % at 10 µM. 370,000 tested, 0.79% active;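 active = activity above about 14%, limit read from the data; passing the limit was not always enough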;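 also: 0% = DMSO wells with 35 nM protein and 100% = DMSO wells with 750 nM protein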
Target sequence (P20393 whole entry, looked up): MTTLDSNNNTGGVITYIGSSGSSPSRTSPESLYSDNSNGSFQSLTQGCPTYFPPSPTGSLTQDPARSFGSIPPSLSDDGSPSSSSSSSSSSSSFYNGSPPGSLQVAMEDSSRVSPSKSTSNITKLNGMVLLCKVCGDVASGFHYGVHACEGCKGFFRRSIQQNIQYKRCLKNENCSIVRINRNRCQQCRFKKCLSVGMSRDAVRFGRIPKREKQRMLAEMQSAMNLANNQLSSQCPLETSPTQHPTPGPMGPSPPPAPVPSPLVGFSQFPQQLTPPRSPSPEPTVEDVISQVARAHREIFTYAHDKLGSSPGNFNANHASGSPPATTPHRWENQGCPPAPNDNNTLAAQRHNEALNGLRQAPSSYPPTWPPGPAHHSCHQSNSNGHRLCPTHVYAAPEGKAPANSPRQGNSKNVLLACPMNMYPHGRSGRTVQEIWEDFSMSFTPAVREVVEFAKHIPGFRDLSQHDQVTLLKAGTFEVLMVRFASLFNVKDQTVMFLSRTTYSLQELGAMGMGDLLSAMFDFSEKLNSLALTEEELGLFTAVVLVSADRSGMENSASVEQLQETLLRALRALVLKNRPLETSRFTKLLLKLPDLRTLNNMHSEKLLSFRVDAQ
HTRA1 inhibitor = HTRA1 (human) protease inhibition; Q92743; recombinant HTRA1, FP-rhodamine activity-based probe, fluorescence polarization; inhibition, % at 5.96 µM; 340,000 tested, 0.5% active; in the data active = inhibition above about 36%;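 also: 0% = enzyme with DMSO and 100% = wells lacking enzyme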
Target sequence (Q92743 whole entry, looked up): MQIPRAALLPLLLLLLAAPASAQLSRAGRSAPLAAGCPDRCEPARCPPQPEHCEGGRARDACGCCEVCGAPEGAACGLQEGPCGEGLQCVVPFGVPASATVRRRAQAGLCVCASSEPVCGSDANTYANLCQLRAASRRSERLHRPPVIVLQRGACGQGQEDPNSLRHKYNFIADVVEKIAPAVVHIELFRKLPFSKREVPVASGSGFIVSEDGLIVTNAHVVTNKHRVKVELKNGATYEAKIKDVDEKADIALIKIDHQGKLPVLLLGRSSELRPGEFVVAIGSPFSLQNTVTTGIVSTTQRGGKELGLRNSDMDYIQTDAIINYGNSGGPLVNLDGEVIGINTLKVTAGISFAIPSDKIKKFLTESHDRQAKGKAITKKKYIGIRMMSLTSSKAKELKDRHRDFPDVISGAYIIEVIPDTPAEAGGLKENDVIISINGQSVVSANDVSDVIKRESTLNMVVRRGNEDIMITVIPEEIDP
GC-B act = GC-B (human) receptor activation. P20594. HEK293-GC-B cells, CNP EC30, cGMP TR-FRET; 0% at EC30 CNP, 100% saturating CNP. activation, % at 10 µM. 370,000 tested, 0.11% active. AID 1920062;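 active = activation at 10 µM reaching about 35% in either raw or pattern-adjusted values, limit read from the data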
ASAP1 GAP inh = ASAP1 ArfGAP inhibition. AID 624377. ASAP1-stimulated ARF1 GTP hydrolysis, GDP FP detection. inhibition, % at 16.5 µM. Q9ULH1. 360,000 tested, 0.19% active; in the data active = inhibition above about 25%;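 also: 0% = vehicle with enzyme and substrate and 100% = no enzyme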
PG9 binder = PG9 antibody binding by small molecule; TR-FRET gp120-PG9 antibody binding; AID 624416; 360,000 tested, 0.43% active; inhibition, % at 6.7 µM; in the data active = inhibition above about 8.5%
mABHD4 FP = inhibitors of mouse ABHD4. Q8VD66. inhibition, % at 8.92 µM. purified mABHD4, FP-Rh probe fluorescence polarization. 370,000 tested, 0.54% active;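 active = inhibition exceeding the mean over every tested compound plus 3 SD, cut at about 30% in these data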;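 also: 0% = plate median of compound wells and 100% = S159A mutant with DMSO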
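assay system = mABHD4 protein | compound dosing = single nominal dose of 8.92 µM, 0.89% DMSO final | read-out basis = percent inhibition of probe binding, normalized to plate controls | schedule = Enzyme–compound pre-incubation 45 min, then probe 60 min, both 25 °C | detection = fluorescence polarization, excitation 525 nm, emission 598 nm, BODIPY TMR filters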
Numbers without * were called inactive; · = no result given.

Sequence of screens – ARFGAP1 inhibitor | GC-A act | SMARCA2 activ | rCAG binder | Rev-erbA mod | HTRA1 inhibitor | GC-B act | ASAP1 GAP inh | PG9 binder | mABHD4 FP
- CCCCCCOC(=O)CCn1[nH]c(=O)c2ccccc2c1=O
    -17.7 | -0.4 | -0.7 | 3.1 | 0.8 | 5.1 | 0.7 | 7.8 | -1.3 | 2.4
- c1ccc(-c2ccc(-c3csnn3)cc2)cc1
    -5.8 | 1.7 | 4.7 | 3.3 | 8.6 | 0.0 | -11.1 | 3.4 | -1.7 | -0.7
- NC(=O)c1cc(S(=O)(=O)N2CCCC2)ccc1OCc1ccc(F)cc1
    11.8 | -2.2 | -3.4 | 1.4 | -3.0 | -0.4 | 1.2 | 6.3 | 0.4 | -14.6
- COC(=O)Nc1ccc(S(=O)(=O)N2CCCC(C(=O)O)C2)cc1 (configuration not stated)
    -1.5 | -2.2 | -5.7 | 0.5 | 5.7 | 0.6 | 3.6 | -0.4 | 2.5 | -1.2
- O=C(COc1ccccc1Cl)c1ccc2c(c1)CCCC2
    -3.9 | 0.7 | 5.2 | 0.2 | 1.1 | -29.6 | -0.6 | -1.6 | 2.2 | -6.2
- COCCCNC(=O)c1ccc2c(=O)n(C3CCCC3)c(=S)[nH]c2c1
    5.6 | -2.9 | -2.3 | -0.4 | -2.5 | -7.4 | -3.6 | 3.6 | 0.1 | -5.4
- CCOC(=O)/C(=N\Nc1ccccc1Cl)N(C)C1CCCCC1
    8.7 | -2.8 | 0.9 | -1.9 | -1.6 | -3.5 | 0.8 | 2.8 | -0.2 | -2.7
- c1ccc(C2NCCNC2c2ccccc2)cc1 (configuration not stated)
    8.2 | -1.1 | -1.1 | 3.4 | 0.3 | 4.2 | 1.4 | -3.2 | -1.9 | -3.7
- CC(C)(C)NC(=O)NC(=O)CSc1ncn[nH]1
    1.5 | 2.1 | -0.6 | 0.0 | -1.1 | -1.0 | -3.0 | 19.9 | 0.3 | 3.3
- Cc1ccc(NC(=O)C2CCCN2C(=O)Oc2ccccc2)cc1 (configuration not stated)
    1.4 | 1.1 | 0.7 | -1.0 | -3.1 | 1.5 | 3.9 | -1.4 | -0.4 | -3.6
- COc1ccc(CC(=O)Nc2ccc(S(=O)(=O)N3CCOCC3)cc2)cc1
    0.2 | -2.7 | 0.7 | 2.5 | 0.6 | 3.2 | -1.5 | 2.0 | -0.1 | -2.1
- CCOc1ccc(C(=O)OCC(=O)NCC2CCCO2)cc1 (configuration not stated)
    4.4 | -0.1 | -1.8 | 2.8 | 1.8 | 0.3 | 3.9 | -4.4 | 3.1 | 1.1
- CCOc1ccc(NC(=S)N2CCN(c3ccc(N4CCOCC4)nn3)CC2)cc1
    2.8 | 1.1 | -1.6 | -4.0 | 4.3 | 6.4 | 6.5 | -7.9 | -1.4 | 4.4
- O=c1[nH]c(Nc2nc3ccccc3o2)nc2c1CCCC2
    6.9 | 15.8 | 4.2 | 1.6 | -0.4 | -5.5 | 6.6 | -0.8 | -0.8 | -11.8
- Cc1cc(N2C(=O)C(O)=C(C(=O)c3cccs3)C2c2ccccc2)no1 (configuration not stated)
    -8.5 | 4.9 | 0.5 | 7.5 | 6.9 | -5.1 | 4.8 | -1.8 | 8.0 | 1.6
- CCOc1ccc(-n2c(SCC(=O)Nc3ccc(S(=O)(=O)Nc4cc(C)nc(C)n4)cc3)nnc2-c2ccco2)cc1
    · | 1.5 | 4.0 | 40.4* | -4.0 | · | 5.3 | · | · | -11.0
- Nc1nc(NCC2CCCO2)nc(Nc2ccc(F)cc2)c1[N+](=O)[O-] (configuration not stated)
    6.3 | 3.7 | -2.2 | -1.1 | 2.2 | -5.3 | 0.3 | -26.4 | -1.0 | 9.6
- CC(=O)Nc1ccc(/C(C)=N/NC(=O)c2ccc(COc3ccccc3Cl)o2)cc1
    6.9 | -1.7 | -1.4 | 4.6 | -3.8 | -15.4 | -3.5 | 6.0 | -1.7 | -0.9
- CC(OC(=O)C1CSC2(C)CCC(=O)N12)C(=O)Nc1cccc(C#N)c1 (configuration not stated)
    -6.0 | 1.9 | -1.0 | -3.5 | 0.3 | -2.5 | -0.2 | 5.0 | 1.5 | 8.3
- COc1ccc(N2CCN(C(=O)CN(C)S(=O)(=O)c3cc(C)ccc3OC)CC2)cc1
    8.2 | -3.0 | -0.3 | -0.8 | 2.8 | 5.5 | 2.1 | -0.6 | -1.2 | -0.6
- CC1CCCCC1NC(=O)CNC(=O)c1ccco1 (configuration not stated)
    12.0 | 1.5 | -0.6 | -5.7 | -8.3 | 4.8 | 2.1 | -0.1 | 0.9 | 1.2
- O=C(NNC(=O)c1ccncc1)Nc1cccc(C(F)(F)F)c1
    8.3 | 0.9 | 5.4 | -0.9 | -0.9 | 1.8 | 2.1 | -0.1 | -2.8 | 2.9
- CC1(N=Cc2cc(Cl)ccc2O)COP(=O)(Nc2ccccc2)OC1 (configuration not stated)
    -6.4 | -4.2 | 8.2* | 1.5 | 4.3 | 10.7 | -4.8 | -6.0 | -0.5 | -0.7
- Cc1c(NC(=O)OCCNC(=O)Nc2ccccc2)sc(=S)n1C
    -1.5 | -0.7 | 0.6 | 1.7 | -3.6 | 1.9 | 1.1 | 4.1 | -1.9 | 1.9
- CCOC(=O)c1[nH]cnc1C(=O)N[C@@H](C)c1ccccc1
    -10.7 | 2.6 | 3.3 | -2.0 | -0.5 | -1.6 | -1.1 | -10.5 | -1.2 | -3.0
- O=C(Cn1nc(-c2ccccc2)ccc1=O)NCC1CCCO1 (configuration not stated)
    3.8 | -0.3 | -1.8 | 1.2 | -0.7 | 2.3 | 3.4 | -9.9 | 1.7 | 1.1
- CC(=O)C1=C(C)OC(N)=C(C#N)C1c1cc2cccc(C)c2nc1Cl (configuration not stated)
    7.2 | 2.7 | 3.8 | 10.6 | -3.6 | -0.1 | -3.1 | 1.1 | -3.0 | 1.9
- N#Cc1ccc(Cn2ccnc2C(=O)Nc2ccccc2)cc1
    0.3 | 0.4 | -1.3 | 2.4 | 0.5 | -8.9 | 2.3 | -11.1 | 0.2 | 0.4
- C/C(=N\NC(=O)c1nnn(-c2nonc2N)c1CSc1ccccc1)c1ccc2c(c1)OCO2
    4.3 | 0.4 | -2.7 | 1.5 | -6.0 | -1.4 | 1.3 | 8.2 | -2.9 | -1.0
- O=C(CCCSc1nc2ccccc2[nH]1)NC1=NCCS1
    13.5 | 4.2 | -0.9 | -1.4 | -5.8 | -3.3 | -0.6 | -2.7 | 0.5 | 3.2

Compound profiles (already shown).
CC(OC(=O)C1CSC2(C)CCC(=O)N12)C(=O)Nc1cccc(C#N)c1 (configuration not stated) as listed: ARFGAP1 inhibitor: -6.0; GC-A act: 1.9; SMARCA2 activ: -1.0; rCAG binder: -3.5; Rev-erbA mod: 0.3; HTRA1 inhibitor: -2.5; GC-B act: -0.2; ASAP1 GAP inh: 5.0; PG9 binder: 1.5; mABHD4 FP: 8.3
O=C(CCCSc1nc2ccccc2[nH]1)NC1=NCCS1 as listed: ARFGAP1 inhibitor: 13.5; GC-A act: 4.2; SMARCA2 activ: -0.9; rCAG binder: -1.4; Rev-erbA mod: -5.8; HTRA1 inhibitor: -3.3; GC-B act: -0.6; ASAP1 GAP inh: -2.7; PG9 binder: 0.5; mABHD4 FP: 3.2

(continued)
Sequence of screens – ARFGAP1 inhibitor | GC-A act | SMARCA2 activ | rCAG binder | Rev-erbA mod | HTRA1 inhibitor | GC-B act | ASAP1 GAP inh | PG9 binder | mABHD4 FP
- COc1ccc2cc(CN(CCCN3CCOCC3)Cc3nnnn3C3CCCC3)c(=O)[nH]c2c1
    -3.1 | 3.6 | 0.6 | 0.1 | -1.2 | 0.9 | 0.8 | 4.6 | -0.3 | 5.3
- Cc1cc(C)cc(NC(=O)C(NCCN2CCOCC2)c2ccccc2)c1 (configuration not stated)
    5.0 | -21.8 | -0.3 | -6.4 | 1.4 | 2.2 | -8.5 | 5.9 | -0.1 | 25.8
- Cc1cccc(CSC(=N)N)c1
    -6.0 | 3.9 | -2.4 | 2.4 | 10.0 | 2.7 | 2.6 | -10.1 | 2.5 | 4.7
- CS(=O)(=O)Nc1ccc(-c2cc(/C=C3\SC(N)=NC3=O)c[nH]c2=O)cc1
    -6.7 | 0.9 | 0.3 | 7.2 | -3.2 | 0.7 | 5.0 | 9.8 | -0.3 | -2.6
- Cc1ccc(NC(=S)Nc2ccc3cn[nH]c3c2)cc1C
    -12.8 | 1.6 | 0.7 | -2.6 | 0.8 | 0.0 | -1.5 | 3.6 | -1.7 | 4.3
- Cc1c(C(=O)CN2CCCC(C)(C)C2)c2ccccc2n1C
    -4.0 | 5.2 | 0.6 | 4.0 | 2.0 | -3.9 | -1.9 | 16.0 | -0.6 | -1.4
- CCC(C)(C)NC(=O)CC(c1ccc(OC)cc1)n1cccc1 (configuration not stated)
    -5.0 | -17.3 | 0.4 | 0.1 | -6.1 | -2.0 | -25.2 | -8.3 | -0.5 | 8.1
- C=CCN1CCN(C(=O)CSc2ccccc2)CC1
    8.7 | -0.1 | 4.0 | -0.5 | -0.1 | -7.9 | 4.3 | -1.6 | -1.2 | -2.0
- CC(=O)NC1=NN(C(C)=O)C(C)(CCS(=O)(=O)c2ccc(Br)cc2)S1 (configuration not stated)
    0.9 | 1.7 | -2.1 | -2.4 | 3.9 | 4.8 | 1.9 | -2.6 | -2.0 | -7.4
- CC(C)Nc1c([N+](=O)[O-])c(=O)oc2ccccc12
    14.4 | -1.4 | -4.2 | -4.7 | -0.1 | -10.6 | 1.2 | -5.4 | 3.1 | -11.1
- COc1cc(C(=O)NCC(c2cccs2)N2CCOCC2)cc(Br)c1OCc1ccccc1 (configuration not stated)
    -3.6 | 15.2 | -4.2 | 6.0 | 6.5 | -27.0 | 14.3 | 5.3 | 0.6 | -14.5
- Cc1cccc(N2CCN(C(=O)Cn3nc(Cc4ccncc4)c4ccccc4c3=O)CC2)c1C
    2.9 | 1.8 | -2.3 | 0.0 | 6.7 | -0.7 | -2.9 | -6.1 | -0.2 | 0.4
- Cc1ccc(S(=O)(=O)/N=C(/c2ccc(F)cc2)N2CCCC2)cc1
    2.5 | 4.1 | 2.5 | -2.9 | 8.1 | 3.8 | -1.7 | 4.3 | 0.4 | 10.8
- COc1ccc(NC(=O)CC(C)CC(=O)NCc2ccc(F)cc2)c(OC)c1 (configuration not stated)
    6.3 | 2.4 | -1.5 | -6.9 | 10.7 | 5.1 | 0.6 | -11.2 | 1.1 | 5.0
- CN(C)c1ccc(C(=O)Nc2ccc(S(=O)(=O)NC3=NCCCCC3)cc2)cc1
    7.8 | -2.2 | -1.5 | 4.7 | -4.4 | -2.7 | -0.9 | -5.1 | -2.1 | 4.9
- Cc1nn(C)c(NC(=O)c2ccc(Cl)cc2)c1Cl
    -1.1 | 10.4 | -1.8 | 1.7 | 1.8 | 9.2 | 1.1 | 6.6 | 0.5 | -1.7

As entered above:
CCOc1ccc(C(=O)OCC(=O)NCC2CCCO2)cc1 (configuration not stated) in GC-A act → -0.1
C/C(=N\NC(=O)c1nnn(-c2nonc2N)c1CSc1ccccc1)c1ccc2c(c1)OCO2 in GC-A act → 0.4
c1ccc(C2NCCNC2c2ccccc2)cc1 (configuration not stated) in SMARCA2 activ → -1.1
CC(C)Nc1c([N+](=O)[O-])c(=O)oc2ccccc12 in ARFGAP1 inhibitor → 14.4
